TCR act: T cell receptor activation; 330,000 tested, under 10 active; primary human leukocytes, anti-CD3, IL-2 HTRF, 48 h; AID 504894; Potency, µM (highest dose often 9.22 µM), for the others: at the highest dose activation of IL-2 secretion, hits mostly activators; also: % of control where 0% means no effect
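IL-2 release read by HTRF sandwich (Eu cryptate donor, d2 acceptor, 665 nm emission) after 48 hr exposure of primary human leukocytes to compound together with anti-CD3 beads in the absence of co-stimulatory signals.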
Eya2 phos inh: inhibitors of human Eya2 phosphatase activity. recombinant Eya2, OMFP fluorescence dephosphorylation (OMFP is methylfluorescein phosphate). Potency, µM (titrated, usually from 76.9 µM), for the others: at the top dose activity, negative = inhibition, most hits filed as inhibitors. 330,000 compounds, 0.006% hits. AID 488837; also: potency is read from the fitted curve at half-maximal effect; % is scaled to controls: 0 for no effect and ±100 for the full control effect
Target sequence (O00167 whole entry, looked up): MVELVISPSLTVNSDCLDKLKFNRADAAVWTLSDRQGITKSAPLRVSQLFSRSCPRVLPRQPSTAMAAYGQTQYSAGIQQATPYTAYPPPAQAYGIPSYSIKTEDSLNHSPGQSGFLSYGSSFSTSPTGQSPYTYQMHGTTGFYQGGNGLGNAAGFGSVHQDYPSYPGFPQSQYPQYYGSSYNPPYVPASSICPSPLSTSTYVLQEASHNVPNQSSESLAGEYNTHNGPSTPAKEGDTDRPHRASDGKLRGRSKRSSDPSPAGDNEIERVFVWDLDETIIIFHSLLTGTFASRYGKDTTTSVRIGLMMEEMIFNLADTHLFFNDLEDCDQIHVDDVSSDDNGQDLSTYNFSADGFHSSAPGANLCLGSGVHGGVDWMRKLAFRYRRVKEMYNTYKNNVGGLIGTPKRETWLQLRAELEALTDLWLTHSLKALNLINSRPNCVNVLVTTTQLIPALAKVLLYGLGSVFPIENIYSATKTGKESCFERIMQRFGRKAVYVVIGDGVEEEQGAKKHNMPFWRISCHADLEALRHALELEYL
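Eya2 (0.2 uM) preincubated 10 min at ambient with compound, then OMFP substrate added at 50 uM; 10 min reaction in 50 mM HEPES pH 7.5, 50 mM NaCl, 5 uM MgCl2, 0.05% BSA, 1 mM DTT. Fluorescence read at Ex 485/Em 525 nm.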
PTAP TSG101 blk: blocks PTAP/TSG101 interaction to inhibit HIV-1 budding. 340,000 tested, under 10 active. Fluorescence polarization, FITC-PTAP peptide / Tsg101 binding. Potency, µM (doses to about 115 µM), without a hit: top-dose activity change, negative = inhibition, hits mostly inhibitors. Q99816; active = well fitted inhibition curve with a large enough effect in the main read-out, with a control signal flat, not every such curve was filed as active; inconclusive = small, poorly fitted or top-dose-only effect, or effect the other way, or a change in a side signal; inactive = no such curve, though single readings can be large or run the other way; also: potency is read from the fitted curve at half-maximal effect; % of control where 0% means no effect
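Compounds were pin-transferred onto Tsg101 binding domain (10 uM final) in HEPES pH 7.5 buffer, then FITC-PTAP peptide was added at 50 nM final. After 20 min at RT, polarization reported peptide displacement across a qHTS concentration series.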
Chronic BCR inh: inhibitors of chronic active B-cell receptor signaling. 340,000 compounds, 0.05% hits. ABC-DLBCL IkBa-CBG/CBR reporter, luminescence ratio, 4 h. Potency, µM (highest dose often 46.1 µM), for inactives: at the highest dose ratio change, negative = lower green/red ratio, most hits filed as inhibitors; active = well fitted inhibition curve with a large enough effect in the signal ratio, with a control signal flat, not every such curve was filed as active; inconclusive = small, poorly fitted or top-dose-only effect, or effect the other way, or a change in a side signal; the % refers to the signal ratio;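 also: potency is read from the fitted curve at half-maximal effect; plate controls were basal doxycycline-induced cells for no effect and cells given 10 µM MG132 for full effect; MG132 reads +100%, hits lower the ratio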
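TMD8 human ABC-DLBCL cells with doxycycline-inducible IκBα–green luciferase fusion and unfused red luciferase, in 0.5% FBS medium; compounds up to 46 uM, 4 h at 37C. Green/red luminescence ratio, filter-overlap corrected, fitted to concentration-response curves.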
Tb PFK block: T. brucei PFK enzyme inhibition; O15648; T. brucei PFK, ADP-Glo luminescence; Potency, µM (top dose mostly 57.5 µM), for inactives: top-dose activity, negative = inhibition, actives largely listed as inhibitors; 330,000 compounds, 0.17% hits;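 also: potency is read from the fitted curve at half-maximal effect; 0% = uninhibited 1x PFK enzyme wells and -100% = no-enzyme wells; nearly all actives have a fitted effect of over 60% in size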
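Activity is normalized to no-enzyme wells (full inhibition) and 1.25 nM enzyme wells (no inhibition). Reaction: 0.5 mM F6P, 0.1 mM ATP, 45 min RT, ADP-Glo luminescence; concentration-response curves fitted and classed by quality.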
Mito fusion act: inhibitors of mitochondrial division or activators of mitochondrial fusion | 320,000 compounds, 0.23% hits | Potency, µM (series often up to 46.1 µM), inactives show top-dose growth rescue (activation), hits mostly activators | S. cerevisiae fusion-defective mutant growth rescue, CellTiterGlo 48 h;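 also: potency is read from the fitted curve at half-maximal effect; % of control where 0% means no effect; nearly all actives have a fitted effect of over 45% in size; temperature-sensitive fusion mutants such as fzo1-1 at 37 °C on non-fermentable ethanol glycerol medium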
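Compounds are tested for their ability to restore growth of mitochondrial fusion-defective yeast strains at non-permissive 37C in YPEG medium over 48 hours. Viability is quantified by luciferase luminescence.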
uPA surface inh: cell surface uPA generation inhibition. cell surface uPA generation assay, qHTS. Potency, µM (highest dose often 38.3 µM), inactives show top-dose activity change, negative = inhibition, most hits filed as inhibitors. 330,000 compounds, 0.31% hits; active = well fitted inhibition curve with a large enough effect; inconclusive = small, poorly fitted or top-dose-only effect; inactive = no such curve, though single readings can be large or run the other way; tested in mouse RAW 264.7 cells; also: potency is read from the fitted curve at half-maximal effect; % is scaled to controls: 0 for no effect and ±100 for the full control effect; nearly all actives have a fitted effect of over 55% in size
TSHR antag: antagonists of human thyroid stimulating hormone receptor. P16473. TSHR-expressing cells, TSH-stimulated cAMP HTRF, 2 h; hits give low values. activity change, negative = inhibition, % at 11.5 µM. 330,000 compounds, 0.2% hits. AID 504810;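 active = activity change below a set negative limit, meaning inhibition stronger than a set level, cut at about -70% in these data; inconclusive = activity change between two set negative limits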; also: % is scaled to controls: 0 for no effect and ±100 for the full control effect
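Read-out is FRET at 665 nm (cryptate excitation 337 nm) from a cryptate-tagged anti-cAMP antibody, competed by cell cAMP against cAMP-d2. Compounds are tested on freshly harvested TSHR cells challenged with 4nM TSH (EC80) for 2 hours at 37 deg C.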
USP2a block: USP2a (human) protease inhibition | 330,000 compounds, 0.01% hits | Potency, µM (titrated, usually from 38.3 µM), without a hit: at the top dose activity change, negative = inhibition, usual class: inhibitors | AID 463254 | USP2 core, Ub-CHOP2 coupled fluorogenic reporter, 485/531 | O75604;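 also: potency is read from the fitted curve at half-maximal effect; plate controls were DMSO wells for no effect and full inhibition by NEM control for full effect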
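Cell-free coupled assay: 10nM USP2 core preincubated 30min RT with compound in Tris-HCl pH 8.0/CaCl2/CHAPS buffer, then 25nM Ub-CHOP2 and 25nM reporter substrate; fluorescence (Ex 485/Em 531) read after 60min RT, normalized to NEM inhibition, concentration-response curves fitted.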
ELG1 repair inh: ELG1-dependent DNA repair inhibition. HEK293T ELG1-luciferase reporter, luminescence, 16 h; DNA damage induced by 5-fluorouridine. Potency, µM (series often up to 46.1 µM), inactives show at the highest dose activity change, negative = inhibition, usual class: inhibitors. 330,000 compounds, 2.3% hits. AID 504467; also: potency is read from the fitted curve at half-maximal effect; % is scaled to controls: 0 for no effect and ±100 for the full control effect; nearly all actives have a fitted effect of over 55% in size
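Luminescence from the luciferase reporter, measured 30 min after ONE-Glo reagent at room temperature, was the read-out. Beforehand, 2,000 cells per well were exposed for 16 hr at 37 °C to 5-fluorouridine together with compound or vehicle.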
B2AR arrestin: beta2AR (human) beta-arrestin recruitment activity; P07550; Potency, µM (highest dose often 46.1 µM), without a hit: at the highest dose activation, actives largely listed as activators; 330,000 compounds, 0.02% hits; beta-arrestin recruitment to beta2AR, cell-based reporter;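 also: potency is read from the fitted curve at half-maximal effect; 0% = DMSO controls and full agonism = EC100 isoproterenol or metaproterenol; nearly all actives have a fitted effect of over 65% in size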
Target sequence (P07550 whole entry, looked up): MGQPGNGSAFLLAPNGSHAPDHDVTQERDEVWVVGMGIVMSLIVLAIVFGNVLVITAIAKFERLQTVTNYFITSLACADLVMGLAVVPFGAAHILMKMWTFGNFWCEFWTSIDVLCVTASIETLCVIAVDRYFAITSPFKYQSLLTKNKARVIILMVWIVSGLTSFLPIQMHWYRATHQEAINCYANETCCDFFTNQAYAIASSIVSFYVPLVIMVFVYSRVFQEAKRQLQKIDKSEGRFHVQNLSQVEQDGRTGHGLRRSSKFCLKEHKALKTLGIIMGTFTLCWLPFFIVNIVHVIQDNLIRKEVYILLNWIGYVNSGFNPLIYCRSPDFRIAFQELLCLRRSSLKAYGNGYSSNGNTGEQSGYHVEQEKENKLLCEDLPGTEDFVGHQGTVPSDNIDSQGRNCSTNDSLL
The depositor's hits bear a star; ? = inconclusive; / = not tested or not shown; & = joins results of further samples; [ ] = remark or other dose. Unless noted, calls follow the shape of the dose curve; as a rule, active = well fitted curve in the direction sought with a large enough effect; inconclusive = small, poorly fitted or top-dose-only effect, or another doubt; inactive = no such curve, though single readings can be large; an effect the other way counts as inactive or inconclusive. This is a subset (hit frequency here may not be typical).

SMILES	TCR act	Eya2 phos inh	PTAP TSG101 blk	Chronic BCR inh	Tb PFK block	Mito fusion act	uPA surface inh	TSHR antag	USP2a block	ELG1 repair inh	B2AR arrestin
COc1ccc(C2(C#N)CCN(C)CC2)cc1	3%[46.1 µM]	-4%	0%	6%	-3%	1%	-2%	7	3%	13%	0.3%
O=c1[nH]c(=S)n(-c2ccccc2)c(O)c1C=NCc1ccccn1	4%	-5%	1%	-1%	1%	-1%	1%	-3	2%	-13%	-0.5%
COc1ccc(/C=C2\C(=O)NC(=O)N(CCC3=CCCCC3)C2=O)c(OC)c1	-3%[46.1 µM]	0%	-1%	-2%	-3%	0%	1%	8	1%	?	-0.2%
Cn1cccc1C1CCCN1CC(=O)Nc1ccc(C#N)c(Cl)c1 (stereo unspecified)	-4%[46.1 µM]	2%	-1%	-1%	-2%	/	1%	-1	0%	?	-0.6%
COc1ccc(N2C(=O)/C(=C/c3ccco3)C(=O)NC2=S)cc1	-4%	14%	-2%	1%	?	2%	-6%	-4	-30%	-11%	-0.8%
Cc1ccc(C(C)C)c(OCC(=O)N2CCN(CC(=O)N3CCOCC3)CC2)c1	-2%	-7%	-1%	-1%	-1%	2%	-8%	-11	0%	20%	-0.1%
CN1C(=O)C(=Cc2ccccc2OCCOc2ccc([N+](=O)[O-])cc2)C(=O)N(C)C1=O	-10%	4%	-11%	-13%	-10%	-7%	-6%	7	-1%	6%	0.2%
C[n+]1c(-c2ccccc2)sc2ccccc21	/	6%	-4%	-3%	-3%	-1%	1%	13	1%	-1%	0.2%
C=CCn1c(O)c(C(CC)=NCc2cccnc2)c(=O)[nH]c1=O	-3%	27%	-1%	0%	-2%	-2%	-5%	-1	0%	?	0.5%
C=CCn1cc(C=C2C(=O)NC(=O)NC2=O)c2ccccc21	1%	1%	26%	-2%	-2%	-1%	-4%	1	1%	8%	0.0%
CS(=O)(=O)c1ccc(C(=O)N2CCC(C(=O)O)(c3ccccc3)CC2)cc1	1%	?	0%	1%	-1%	5%	2%	3	3%	-1%	-0.3%
O=C(Cn1cc(C=C2C(=O)NC(=O)NC2=O)c2ccccc21)NCC1CCCO1 (stereo unspecified)	-10%	4%	-9%	-1%	9%	1%	-2%	3	1%	-1%	-0.1%
CCOP(=O)(OCC)C(O)c1ccc(OC)cc1OC (stereo unspecified)	12%[46.1 µM]	-7%	-2%	0%	0%	-3%	1%	0	-1%	0%	-0.3%
S=P(Nn1cnnc1)(c1ccccc1)c1ccccc1	-5%	-6%	-1%	-3%	-1%	-3%	-6%	7	-1%	2%	-0.1%
O=C(Cn1c(=S)[nH]c2ccccc2c1=O)N1CCC2(CC1)OCCO2	-1%	-7%	-6%	-8%	2%	3%	0%	1	-1%	9%	-0.1%
Cc1cc(C)cc(N2C(=O)NC(=O)/C(=C\C=C\c3ccco3)C2=O)c1	-1%[46.1 µM]	10%	1%	?	?	-1%	-13%	6	3%	?	?
O=c1[nH]c(=O)n(Cc2ccc(F)cc2)c(O)c1C=NCCCN1CCOCC1	9%	-12%	0%	-7%	19%	0%	1%	3	4%	3%	0.1%
CCC(C)(C)n1nnnc1CN1CCC(n2c(C)nc3cc(C(F)(F)F)ccc32)CC1	5%[46.1 µM]	-2%	-1%	-3%	-2%	0%	-2%	14	-9%	-10%	-0.2%
CCCN1CCc2cc(O)cc3c2[C@H]1Cc1ccc(O)c(O)c1-3	10%	-3%	-4%	/	/	19%	-29%	-16	/	/	/
O=P(NS(=O)(=O)c1ccc(Br)cc1)(Oc1ccccc1)Oc1ccccc1	1%	-3%	-3%	-3%	2%	2%	6%	2	-1%	2%	-0.1%
COc1ccc(N=N/C(=C\O)C(=O)c2cccs2)cc1	0%	3%	-1%	?	-3%	-1%	4%	15	0%	?	1.0%
COc1ccccc1CCNCc1cccc(C(F)(F)F)c1	-6%	4%	-6%	3%	-3%	1%	14%	11	-1%	24%	0.0%
CCOC(=O)c1c(/N=C/c2c(O)n(-c3cccc(C)c3)c(=O)[nH]c2=O)sc2c1CCCC2	-1%[46.1 µM]	-10%	1%	5%	0%	5%	5%	9	1%	17%	-0.3%
O=C(COc1ccc(Cl)cc1)N(c1ccccc1Cl)C1CN2CCC1CC2 (stereo unspecified)	-4%	-4%	0%	-2%	4%	-7%	-8%	5	6%	1%	-0.6%
CC(=NCCC1=CCCCC1)c1c(O)[nH]c(=O)[nH]c1=O	0%	9%	-4%	-2%	-2%	6%	-1%	-11	1%	2%	0.6%
CCCC(C)n1[nH]c(=O)c2c1NC(=O)CSC2c1ccc(OC)c(OC)c1 (stereo unspecified)	16%	-32%	-4%	-6%	0%	-2%	/	-6	1%	3%	-0.1%
COCCNC(=O)CN1C2CCC1CC(O)(c1cccnc1)C2 (stereo unspecified)	/	4%	-6%	0%	-3%	1%	-2%	6	5%	22%	-0.7%
CC(=Nc1ccc2c(c1)CCC2)c1c(O)n(-c2ccccc2)c(=O)[nH]c1=O	-1%	20%	1%	-1%	1%	4%	0%	9	5%	8%	0.0%
C=CCN1C(=O)NC(=O)/C(=C/c2ccc(N(C)C)c(Br)c2)C1=O	7%	6%	-3%	0%	1%	2%	2%	1	1%	1%	-0.2%
O=C1CC(N2CC=C(c3ccccc3)CC2)C(=O)N1c1ccc(F)cc1 (stereo unspecified)	13%	-31%	0%	?	3%	3%	-6%	-8	0%	0%	0.4%
N/C(=N\OC(=O)c1ccco1)c1ccc(Cl)cc1	-4%	7%	-1%	?	-8%	8%	-1%	18	-1%	?	0.2%
O=C(N/N=C/c1c(O)n(Cc2ccco2)c(=O)[nH]c1=O)c1ccccc1	-4%	-25%	-2%	?	-2%	-2%	-13%	2	0%	?	-0.9%
O=[N+]([O-])c1ccc(CN2CC=C(c3ccccc3)CC2)cc1	8%	6%	2%	?	-1%	0%	-2%	-13	-1%	1%	0.1%
Cc1ccc(C)c(C2(O)CC(C)N(C)CC2C)c1 (stereo unspecified)	0%	-17%	-3%	5%	-5%	-1%	5%	-7	-1%	-15%	-0.2%
CC(C)CNC(=O)/C=C/C=C/CCCCCC/C=C/c1ccc2c(c1)OCO2	1%	2%	0%	2%	6%	/	-7%	-19	0%	5%	0.4%
C[C@H]1C(=O)O[C@@H]2CCN3CC=C(COC(=O)[C@](C)(O)[C@]1(C)O)[C@H]23	0%	5%	-2%	-1%	0%	-3%	-14%	-8	2%	-2%	-0.1%
CC(=O)OC1C2CCCC1C(N1CCCC1)CC2 (stereo unspecified)	0%&5%	-4%&-11%	-2%&0%	6%&2%	0%&-12%	-1%&-2%	7%&1%	-4&29	-1%&0%	?	-0.3%&-0.7%
COc1ccc(CNC(=O)CCC(=O)N2C[C@H]3C[C@H](C2)c2cccc(=O)n2C3)cc1OC	-8%	5%	-2%	-1%	-6%	-1%	-20%	7	-2%	-7%	-0.5%
COC(=O)C1=C(c2cccc(C#N)c2)C[C@@H]2CC[C@H]1N2C(=O)NCCc1ccccc1	-3%	10%	-7%	?	0%	-7%	12%	-9	0%	-3%	0.5%
Cc1nn(Cc2ccccc2)c(C)c1C(=O)NC1CCCc2ccccc21 (stereo unspecified)	-8%[46.1 µM]	0%	1%	-1%	-6%	3%	-1%	-3	0%	-14%	-0.2%
C[C@]12CCC3C(CC[C@H]4C[C@@H](O)CC[C@]34C)C1CC[C@@H]2O (stereo partly specified)	13%	2%	-2%	-2%	1%	/	4%	3	2%	5%	-0.7%
C=CCC[C@@H](Cc1ccc(F)cc1)C(=O)OC[C@@H](Cc1c[nH]c2ccccc12)NC(=O)[C@@H](CC=C)CC(=O)N(CCO)Cc1ccccc1	1%	-16%	-10%	-3%	-11%	/	?	14	-18%	?	-0.5%
C=CCn1c(O)c(C=Nc2ccc(OC)cc2C)c(=O)[nH]c1=O	6%	-2%	-3%	1%	2%	1%	2%	8	0%	0%	0.0%
Cc1c(N=Nc2c(O)n(-c3ccc(Br)cc3)c(=O)[nH]c2=O)c(=O)n(-c2ccccc2)n1C	2%	12%	0%	-12%	-4%	0%	9%	0	2%	?	0.2%
O=C(Nc1ccc(Cl)cc1)Nc1ccc(Cl)c(Cl)c1	0%	-14%	-1%	?	-10%	-20%	?	-74*	-1%	?	0.1%

Assay outcomes as filed in PubChem BioAssay.
